eIF2B yeast act: GCN4-lacZ reporter reduction in eIF2B-epsilon mutant yeast, primary screen, S. cerevisiae, eIF2B-epsilon R284H, Beta-Glo luminescence; inhibition, % at 25 µM (by protocol); hit rate 0.91% among 27,000; AID 688, 2007;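 active means mutant luminescence inhibited past about 50% while wild type luminescence and mutant growth stay under set limits, limit read from the data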; further: some compounds called inactive have numbers as strong as hits
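Material: yeast eIF2B-epsilon R284H mutant carrying GCN4–beta-galactosidase fusion. Medium: YPD yeast growth medium. Incubation: 16 h growth with compound at 30 °C, 90 min Beta-Glo step. Signal: Beta-Glo luminescence plus absorbance at 595 nm. Evaluation: % inhibition of reporter signal and growth versus controls. Doses: 25 µM single dose.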
Yeast growth tox: yeast growth toxicity, wild-type and mutant, primary screen, cytotoxicity control for eIF2B function restoration project, wild-type and eIF2Bepsilon R284H mutant, A595 | S. cerevisiae wild-type growth, A595 turbidity, 16 h | growth inhibition, % at 25 µM (by protocol) | hit rate 0.3% among 30,000;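 active means mutant and wild-type yeast strains alike exhibit over 30% growth inhibition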;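 further: 0% = untreated cell controls and 100% = YPD media blanks without cells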
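System – wild-type and eIF2Bepsilon-R284H mutant S. cerevisiae, screened separately · Measured by – absorbance at 595 nm (turbidity) · Timing – 16 h compound exposure during growth at 30 °C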
Yeast growth tox inhibition %: further read-out of Yeast growth tox, marked with its call; growth inhibition, %; S. cerevisiae eIF2Bepsilon-R284H mutant growth, A595 turbidity, 16 h;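 each compound tested once at 25 µM; 0% equals untreated cells and 100% equals cell-free medium blanks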
eIF2B yeast act mutant toxicity: further read-out of eIF2B yeast act, marked with its call; growth inhibition, %; measured here: mutant yeast growth, toxicity;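 each compound tested once at 25 µM; zero equals untreated control growth and 100 equals blank medium absorbance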
* hit, by the source's call; / = not tested or not shown.

The first seven entries, to show the layout:
Results follow in this order: eIF2B yeast act	eIF2B yeast act mutant toxicity	Yeast growth tox	Yeast growth tox inhibition %
> CCC(NC(=O)N(Cc1ccccc1)Cc1ccc2c(c1)OCO2)(C(F)(F)F)C(F)(F)F
  7	-20	-3	-20
> c1cc2nncn2nc1N1CCCC1
  /	/	5	-7
> CC1=CCC2C(=O)N(c3ccc(C)cc3)C(=O)C2C1 (stereo not drawn)
  4	16	6	16
> Cc1nn(-c2ccccc2)c2c1C1(C(=O)N3c4c(cccc41)C(C)CC3(C)C)C(C#N)=C(N)O2 (stereo not drawn)
  /	/	0	3
> CC(C)COc1cccc(C(=O)Nc2ccc(S(=O)(=O)N3CCOCC3)cc2)c1
  -24	/	/	/
> CC1CCc2c(nc3ncnn3c2N2CCN(c3ccccc3F)CC2)C1 (stereo not drawn)
  13	10	-10	10
> O=C(CC(C(=O)N1CCc2ccccc21)n1ccnc1)N1CCc2ccccc2C1 (stereo not drawn)
  13	-10	14	-10

The list itself, from the first entry:
Results follow in this order: eIF2B yeast act	eIF2B yeast act mutant toxicity	Yeast growth tox	Yeast growth tox inhibition %
> CCC(NC(=O)N(Cc1ccccc1)Cc1ccc2c(c1)OCO2)(C(F)(F)F)C(F)(F)F
  7	-20	-3	-20
> c1cc2nncn2nc1N1CCCC1
  /	/	5	-7
> CC1=CCC2C(=O)N(c3ccc(C)cc3)C(=O)C2C1 (stereo not drawn)
  4	16	6	16
> Cc1nn(-c2ccccc2)c2c1C1(C(=O)N3c4c(cccc41)C(C)CC3(C)C)C(C#N)=C(N)O2 (stereo not drawn)
  /	/	0	3
> CC(C)COc1cccc(C(=O)Nc2ccc(S(=O)(=O)N3CCOCC3)cc2)c1
  -24	/	/	/
> CC1CCc2c(nc3ncnn3c2N2CCN(c3ccccc3F)CC2)C1 (stereo not drawn)
  13	10	-10	10
> O=C(CC(C(=O)N1CCc2ccccc21)n1ccnc1)N1CCc2ccccc2C1 (stereo not drawn)
  13	-10	14	-10
> COc1ccccc1NC(=O)CSc1nc2ccccc2c(=O)n1CCNC(C)=O
  24	7	7	7
> CCOCC(=O)Nc1ccc(S(=O)(=O)Nc2ncccn2)cc1
  4	/	/	/
> S=C(Nc1ccc(N2CCOCC2)cc1)Nc1ccc2nc(-c3ccco3)c(-c3ccco3)nc2c1
  5	8	-29	8
> COc1ccc(OCCSc2nnc(-c3ccccc3)n2N)cc1
  14	-4	2	-4
> O=S(=O)(NCc1cccs1)c1cccc2cccnc12
  -1	10	-5	10
> CN1CCN(C(=O)c2ccc3c(=O)n4c(nc3c2)CCCCC4)CC1
  11	-29	7	-29
> Cc1ccc(N=C2NC(=O)CS2)cc1
  -5	6	-8	6
> N/C(=N\S(=O)(=O)c1cccs1)c1ccccc1
  -19	-12	11	-12
> Cc1ccc(CNC(=O)CCS(=O)(=O)c2cccc3nonc23)cc1
  6	-25	14	-25
> CS(=O)(=O)N(CC(=O)N1CCc2ccccc2C1)Cc1ccc(Cl)cc1
  /	/	22	10
> CC(=O)Oc1cc(OC(C)=O)c2c(C)cc(=O)oc2c1
  33	7	-5	7
> COC(=O)c1ccc(NC2=CC(=O)CC(C)(C)C2)cc1
  -13	/	9	0
> Cc1ccc(NC(=O)c2cccc(N3C(=O)CCC3=O)c2)nc1
  24	/	/	/
> COC(=O)c1sccc1NC(=O)Cn1cnc2c1c(=O)n(C)c(=O)n2C
  /	/	-2	-2
> O=C(COC(=O)c1ccccc1OCc1ccc(Cl)cc1)NC1CC1
  -9	-17	-9	-17
> CCN=C(Nc1ccc2c(c1)OCO2)SC1CC(=O)N(c2ccc(OC)cc2)C1=O (stereo not drawn)
  14	-10	-8	-10
> COCCNC(=O)COc1ccc(Oc2ccccc2)cc1
  13	19	34	19
> CCOC(=O)c1[nH]c(COC(=O)CCCOc2ccccc2)c(C(=O)OCC)c1C
  18	-9	-7	-9
> CC(C(=O)N1CCCc2c1c(=O)oc1ccc(O)cc21)N1CCc2ccccc2C1 (stereo not drawn)
  24	8	14	8
> COc1cc(S(=O)(=O)N2CCCCC2)ccc1NC(=O)Cc1ccccc1
  -1	-22	-23	-22
> Cn1nc(CC(=O)NCc2ccc(C(F)(F)F)cc2)c2ccccc2c1=O
  11	-17	6	-17
> CCOC(=O)N1CCN(C(=O)C2CCCN(S(=O)(=O)c3ccc(C)cc3)C2)CC1 (stereo not drawn)
  /	/	12	8
> CCn1ncc(Br)c1C(=O)Nc1ccccc1C(=O)OC
  15	-14	9	-14
> CC1CCN(CC(=O)Nc2ccccc2C#N)CC1
  1	26	1	26
> O=C(CSc1nnc(CNc2cccc(Cl)c2)o1)OC1CCCCC1
  21	11	7	11
> CNC(=O)c1c(O)c2cccc3c2n(c1=O)CC3
  -28	4	5	4
> Cc1cc(NC(=O)c2ccc(NC(=O)CC(C)C)cc2)no1
  22	9	27	9
> CCCc1nc(SCC(=O)Nc2cc(C)on2)c2ccccc2n1
  38	-32	-28	-32
> CCOC(=O)NC(CC(=O)O)c1ccc(OC)c(OC)c1 (stereo not drawn)
  19	23	18	23
> CC1CCC(NC(=O)c2ccc3nc[nH]c3c2)CC1 (stereo not drawn)
  30	5	5	5
> O=C(Nc1ccc(Cl)cc1)N1CC=CCC1
  4	9	18	9
> Nc1c(C(=O)NCc2ccco2)sc2nc(N3CCOCC3)c3c(c12)CCCC3
  29	/	/	/
> CCOC(=O)C(O)(CCC(O)(C(=O)OCC)C(=O)OCC)C(=O)OCC
  15	/	5	0
> O=C(c1cccnc1)N1CCN(S(=O)(=O)c2ccc(Cl)cc2)CC1
  -1	9	0	9
> CCc1ccc2c(c1)c1nc(C)sc1n2CC(=O)OC
  /	/	0	13
> COC(=O)c1c[nH]n2c(=O)c(Cc3ccc(F)cc3Cl)c(C)nc12
  6	32	5	32
> COc1ccc(Cn2nnnc2C(c2cccs2)N2CCN(c3ccc([N+](=O)[O-])cc3)CC2)cc1 (stereo not drawn)
  -20	-23	12	-23
> CC1=C(C#N)C(C)C2=C(CC(C)(C)CC2=O)N1 (stereo not drawn)
  12	-24	5	-24
> CCCOc1ccc(N2C(=O)CC(N(Cc3ccc(S(N)(=O)=O)cc3)C(=O)CC)C2=O)cc1 (stereo not drawn)
  15	/	-14	0
> Nc1nncn1C(=O)c1cccs1
  /	/	10	0
> CC(C)C(NC(=O)c1ccc(Cl)cc1)C(=O)O (stereo not drawn)
  27	16	6	16
> Nc1nnc(Cc2ccc(Cl)cc2Cl)s1
  28	-11	15	-11
> O=C(c1nsnc1-c1ccccc1O)N1CCCCC1
  26	/	/	/
> COCCOc1nc2c(c(=O)n(C)c(=O)n2C)n1Cc1cccc(OC)c1
  /	/	5	10
> COc1cccc(OCc2cc(C3Nc4ccccc4C(=O)N3Cc3ccco3)ccc2OC)c1 (stereo not drawn)
  -10	29	0	29
> Cc1csc(NC(=O)C2C3C=CC(C3)C2C(=O)O)n1 (stereo not drawn)
  /	/	-10	10
> O=C(NC1CCCC1)c1ccc(COCC(F)(F)C(F)F)o1
  -24	-29	-1	-29
> COCc1cc(C)n(CC(=O)Nc2ccccc2C(=O)OC)c(=O)c1C#N
  -12	7	2	7
> CCN(CC)c1ccc(CNc2ccc(Br)cn2)cc1
  -17	12	9	12
> COC(=O)COn1c(SC(C)C)nc2ccccc2c1=O
  9	-15	3	-15
> CN(C)c1ccnc(-n2cccc2/C=N/OCc2ccc(F)cc2Cl)c1C#N
  20	5	5	5
> COc1cc2c(cc1OC)C1(Nc3c-2c(-c2ccccc2)nn3-c2ccccc2)C(=O)Nc2ccccc21 (stereo not drawn)
  18	16	25	16
> COc1ccc(S(=O)(=O)Nc2cc(C(C)C)c(O)cc2C)cc1
  /	/	0	-11

The listing continues.
Results follow in this order: eIF2B yeast act	eIF2B yeast act mutant toxicity	Yeast growth tox	Yeast growth tox inhibition %
> CCN1CCN(c2nc3sc4c(c3c(=O)n2-c2ccc(OC)cc2)CCCCC4)CC1
  /	/	8	-2
> CCCc1nc(SCC(=O)Nc2ccc(N3CCOCC3)cc2)c2ccccc2n1
  -3	-12	-28	-12
> CCc1cccc2c(C(=O)COC(=O)c3nn(C)c(=O)c4ccccc34)c[nH]c12
  /	/	1	15
> CCCn1c(SCC(=O)c2cc(C)ccc2C)n[nH]c1=O
  /	/	14	15
> CCOC(=O)c1ccc(N2C(=O)c3n[nH]c(C)c3C2c2ccc(O)cc2)cc1 (stereo not drawn)
  -19	7	-9	7
> Cc1sc2nc(C)n(/N=C/c3ccc(O)cc3)c(=O)c2c1C
  /	/	8	4
> COC(=O)c1scc(C)c1N/N=C(\C)c1ccc(F)cc1F
  /	/	10	10
> CCC1CCCCN1CCCNC(=O)C1CCC(=O)N1Cc1ccc(C)cc1 (stereo not drawn)
  -3	26	-1	26
> CCNC(=O)COc1cc(C)c(Cl)c(C)c1
  -10	6	13	6
> CCOC(=O)c1c(NS(=O)(=O)Cc2ccccc2)sc2c1CCCC2
  21	12	15	12
> O=S(=O)(NCc1ccco1)c1cccc(S(=O)(=O)N2CCCCC2)c1
  20	/	22	0
> CCSc1nc2c(c(=O)n1Cc1ccccc1)SC(C)C2 (stereo not drawn)
  -2	7	-7	7
> CCCOc1ccc(Cn2c(C)nc([N+](=O)[O-])c2SCC(O)COC)cc1[N+](=O)[O-] (stereo not drawn)
  16	-9	-6	-9

Some of the entries above in a different format:
Molecule	eIF2B yeast act	eIF2B yeast act mutant toxicity	Yeast growth tox	Yeast growth tox inhibition %
COC(=O)c1scc(C)c1N/N=C(\C)c1ccc(F)cc1F	/	/	10	10
CCC1CCCCN1CCCNC(=O)C1CCC(=O)N1Cc1ccc(C)cc1 (stereo not drawn)	-3	26	-1	26
CCNC(=O)COc1cc(C)c(Cl)c(C)c1	-10	6	13	6
CCOC(=O)c1c(NS(=O)(=O)Cc2ccccc2)sc2c1CCCC2	21	12	15	12
O=S(=O)(NCc1ccco1)c1cccc(S(=O)(=O)N2CCCCC2)c1	20	/	22	0

A portion of the library; the hit share may differ from the screen's.
